HCMV inh: human cytomegalovirus inhibition; HFF cells, HCMV-luciferase reporter, 72 h; active compounds read low; hit rate 4.5% among 410,000; activity change, negative = inhibition, % at 57.5 µM; in the data active = activity change below about -60%; inconclusive = no clear call, values can overlap the other calls; inactive = above about -39%
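Two-dose cell screen: HFF monolayers treated with compounds and infected with luciferase-expressing HCMV at 1 PFU/cell, 72 h at 37C, then lysed for luciferase measurement.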
AmpC detergent: AmpC beta-lactamase inhibition with detergent present. AID 485294. hit rate 0.041% among 370,000. AmpC hydrolysis of nitrocefin, absorbance 480 nm, 0.01% Triton. P00811. Potency, µM (highest dose often 114 µM), without a hit: at the top dose activity change, negative = inhibition, most hits filed as inhibitors;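 note: potency is the fitted concentration of half-maximal effect; 0% = no-compound wells and -100% = no-enzyme wells; nearly all actives have a fitted effect of over 25% in size; some results filed as inactive show a strong effect at the top dose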
Target sequence (P00811 whole entry, looked up): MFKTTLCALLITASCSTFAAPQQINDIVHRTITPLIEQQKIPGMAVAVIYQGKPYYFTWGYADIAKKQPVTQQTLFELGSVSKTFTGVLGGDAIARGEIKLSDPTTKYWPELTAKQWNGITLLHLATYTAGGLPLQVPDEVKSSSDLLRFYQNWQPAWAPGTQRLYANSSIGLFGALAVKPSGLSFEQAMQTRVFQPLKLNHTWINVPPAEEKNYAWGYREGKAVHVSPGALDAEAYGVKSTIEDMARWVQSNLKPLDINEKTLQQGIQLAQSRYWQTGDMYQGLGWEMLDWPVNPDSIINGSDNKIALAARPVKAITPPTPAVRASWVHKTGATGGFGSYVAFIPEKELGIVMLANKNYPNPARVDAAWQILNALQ
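AmpC (5.3 nM in the dispensed reagent) in 20 mM phosphate pH 7.0 with 0.01% (detergent screen) or 0.0001% Triton X-100 was preincubated with compounds for 15 min at room temperature. Nitrocefin was then added from an 800 uM solution, and hydrolysis was followed at 480 nm.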
AMA1-RON2 inh: AMA1-RON2 (P. falciparum) interaction inhibition; AlphaScreen AMA1-biotinylated RON2 peptide binding; Potency, µM (doses to about 58.2 µM), inactives show top-dose activity change, negative = inhibition, usual class: inhibitors; hit rate 0.2% among 360,000; AID 720542;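 note: potency is the fitted concentration of half-maximal effect; 0% = vehicle wells and -100% = peptide control; nearly all actives have a fitted effect of over 45% in size; some results filed as inactive show a strong effect at the top dose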
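AMA1 (3D7) with his tag at 25 nM final met compounds first, then biotinylated RON2 peptide at 25 nM; detection used donor plus acceptor beads, 10 µg/mL apiece, read by AlphaScreen after 30 min at room temperature.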
TbPYK inhibitor: blocks Trypanosoma brucei pyruvate kinase; Q57TT1; TbPYK enzyme, Kinase-Glo Plus ATP luminescence, 45 min; Potency, µM (highest dose often 76.8 µM), for inactives: top-dose activity, negative = inhibition, actives largely listed as inhibitors; hit rate 0.12% among 410,000; note: potency is the fitted concentration of half-maximal effect; nearly all actives have a fitted effect of over 50% in size
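Glycolytic pyruvate kinase of T. brucei was incubated with substrate, test compound and 130 uM ADP for 45 minutes at room temperature. Luminescent Kinase-Glo Plus signal was measured after 10 minutes.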
AmpC no deterg: blocks E. coli AmpC beta-lactamase in detergent-free assay. P00811. AmpC nitrocefin hydrolysis, absorbance 480 nm, 0.0001% Triton. Potency, µM (doses to about 57.1 µM), without a hit: top-dose activity change, negative = inhibition, most hits filed as inhibitors. hit rate 0.52% among 330,000;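 note: potency is the fitted concentration of half-maximal effect; plate controls were no compound for no effect and no enzyme for full effect; nearly all actives have a fitted effect of over 20% in size; some results filed as inactive show a strong effect at the top dose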
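AmpC (5.3 nM in the dispensed reagent) in 20 mM phosphate pH 7.0 with 0.01% (detergent screen) or 0.0001% Triton X-100 was preincubated with compounds for 15 min at room temperature. Nitrocefin was then added from an 800 uM solution, and hydrolysis was followed at 480 nm.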
LmPK inhibitor: inhibitors of Leishmania mexicana pyruvate kinase | Potency, µM (doses to about 57.5 µM), inactives show top-dose activity change, negative = inhibition, hits mostly inhibitors | hit rate 0.37% among 290,000 | purified LmPK, Kinase-Glo ATP luminescence, 1 h; note: potency is the fitted concentration of half-maximal effect
Target sequence (Q27686 whole entry, looked up): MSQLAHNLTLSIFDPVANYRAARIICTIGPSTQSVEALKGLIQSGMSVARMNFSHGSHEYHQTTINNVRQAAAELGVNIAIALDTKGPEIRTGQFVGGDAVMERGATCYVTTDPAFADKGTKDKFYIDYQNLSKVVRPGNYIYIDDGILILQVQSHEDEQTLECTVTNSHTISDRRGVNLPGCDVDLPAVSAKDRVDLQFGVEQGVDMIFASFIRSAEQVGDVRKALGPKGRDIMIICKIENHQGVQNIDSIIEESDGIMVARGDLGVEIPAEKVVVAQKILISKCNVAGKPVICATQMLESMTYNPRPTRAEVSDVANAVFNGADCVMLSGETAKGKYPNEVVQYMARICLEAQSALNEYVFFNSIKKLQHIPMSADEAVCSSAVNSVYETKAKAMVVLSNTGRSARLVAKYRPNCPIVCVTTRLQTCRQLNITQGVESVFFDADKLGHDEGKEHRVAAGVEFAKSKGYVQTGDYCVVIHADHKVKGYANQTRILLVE
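qHTS format; LmPK 0.1 nM; substrates PEP 0.5 mM and ADP 0.1 mM. One-hour room-temperature incubation, then coupled luciferase luminescence; 0.5 nM enzyme wells mark activation.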
HCV inh: HCV inhibition | Huh7.5.1 HCVcc-Cre infection, luciferase reporter, 44 h | Potency, µM (titrated, usually from 41.8 µM), without a hit: top-dose activity change, negative = inhibition, most hits filed as inhibitors | hit rate 3.4% among 340,000 | AID 651820; note: potency is the fitted concentration of half-maximal effect
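A cell-based infection assay in which seeded cells (1,000 per well) receive test compound after 4 h, are inoculated with HCVcc-Cre at approximately 0.5 moi, and are incubated 44 h before luminescence detection.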
Active calls of the source: *; ? = inconclusive; . = no result given; [ ] = remark or other dose. Unless noted, calls come from the whole dose curve; as a rule, active = well fitted curve in the direction sought with a large enough effect; inconclusive = small, poorly fitted or top-dose-only effect, or another doubt; inactive = no such curve, though single readings can be large; an effect the other way counts as inactive or inconclusive. Unless noted, % is set by controls: 0 for no effect and ±100 for the full control effect.

Assay codes: A = HCMV inh; B = AmpC detergent; C = AMA1-RON2 inh; D = TbPYK inhibitor; E = AmpC no deterg; F = LmPK inhibitor; G = HCV inh
CCOc1ccccc1C(=O)NC(C)CCc1ccccc1 (stereo not drawn)
  A: -36 | B: . | C: -2% | D: -2% | E: . | F: . | G: -12%
CC(=NCC1CCCO1)c1c(O)n(-c2ccccc2)c(=O)[nH]c1=O (stereo not drawn)
  A: 27 | B: -1% | C: -3% | D: 0% | E: -18% | F: -1% | G: 9%
Cc1ccc(NC(=O)Cn2c(=O)cc(-c3ccccc3)c3c(C)nn(C)c32)c(Cl)c1
  A: 13 | B: 21% | C: . | D: 1% | E: . | F: . | G: .
COc1cccc(C(=O)NCC(=O)N/N=C/c2ccc(OC(=O)c3cccs3)c(OC)c2)c1
  A: ? | B: -20% | C: -25% | D: -3% | E: -23% | F: 6% | G: 3%
c1coc(-c2nn3c(-c4ccco4)nnc3s2)c1
  A: -8 | B: -16% | C: -18% | D: -9% | E: -7% | F: 10% | G: 21%
COc1cc(C(=O)NC(=S)Nc2ccc3[nH]c(=O)[nH]c3c2)cc(OC)c1OC
  A: 0 | B: -5% | C: 9% | D: -5% | E: 0% | F: -1% | G: 23%
COc1ccc(C2CC(c3ccccc3)=NN2c2ccc(N)cc2)cc1 (stereo not drawn)
  A: 19 | B: -1% | C: 1%[2.32 µM] | D: -5% | E: -32% | F: -5% | G: -11%
N#C/C(=C\c1ccc[nH]1)Sc1nc2ccccc2s1
  A: 0 | B: -8% | C: ? | D: 3% | E: -17% | F: 1% | G: 10%
O=C(CS(=O)(=O)c1ccccc1)Nc1nnc(Cc2ccccc2)s1
  A: 36 | B: ? | C: 15% | D: -8% | E: -39% | F: 0% | G: -10%
COCCNC(=S)N(CCc1c(C)[nH]c2ccc(OC)cc12)Cc1cccnc1
  A: 32 | B: -5% | C: -1% | D: -1% | E: -4% | F: -1% | G: -21%
COC(=O)c1cc(-c2ccc(F)cc2)n(-c2ccccc2)n1
  A: 33 | B: -6% | C: -10% | D: 3% | E: 13% | F: 0% | G: ?
O=S(=O)(Nc1ccc(-c2nnc(SCc3ccc(Cl)cc3)o2)cc1)c1ccccc1
  A: 55 | B: -12% | C: 2% | D: 2% | E: -23% | F: -1% | G: -2%
CC(C)CC(=O)NC(=S)Nc1ccc(S(=O)(=O)N2CCCC2)cc1
  A: ? | B: 0% | C: 5% | D: -2% | E: -45% | F: 3% | G: 14%
Cc1nn(-c2ccc(N3CCCC3)nn2)c(C)c1CCC(=O)NCc1ccc(OC(C)C)cc1
  A: ? | B: 23% | C: . | D: -3% | E: . | F: . | G: .
CCN1CCN(Cc2c(O)ccc3oc(C)c(C(=O)Nc4ccc(OC)cc4)c23)CC1
  A: -6 | B: 19% | C: . | D: -9% | E: . | F: . | G: .
CC(=O)Nc1ccc(S(=O)(=O)NC2(C(F)(F)F)C(=O)NC(C)=C2C#N)cc1 (stereo not drawn)
  A: -30 | B: 2% | C: -10% | D: -2% | E: -23% | F: -4% | G: 13%
CNC(=O)C1=C(C)Nc2nc3ccccc3n2C1c1ccc(F)cc1 (stereo not drawn)
  A: -15 | B: 9% | C: 4% | D: 4% | E: 43% | F: 1% | G: -13%
COc1cc(C2C3C(=O)N(c4ccccc4)C(=O)C3ON2c2ccccc2)cc(OC)c1OC (stereo not drawn)
  A: 6 | B: -1% | C: 14% | D: -2% | E: 96%[activator] | F: -2% | G: 6%
COc1ccc(C(=O)CCNc2cccc(Cl)c2)cc1
  A: 77 | B: 5% | C: 0% | D: -3% | E: -17% | F: 1% | G: -3%
CC(=O)Nc1c(C#N)c(C(C)(C)C)cn1C
  A: 53 | B: -11% | C: 3% | D: -6% | E: -14% | F: -5% | G: -2%
CC(=O)c1cccc(NC(=O)CSc2nc3c(=O)n(C)c(=O)n(C)c3n2C)c1
  A: 50 | B: 0% | C: . | D: -1% | E: . | F: . | G: .
O=C1COc2ccc(S(=O)(=O)N3CCN(c4cccc(Cl)c4)CC3)cc2N1
  A: 13 | B: -3% | C: 11% | D: -7% | E: -26% | F: -14% | G: -4%
CCC(C)(C(=O)NC1CCCCC1)N(CC1CCCO1)C(=O)c1ccccn1 (stereo not drawn)
  A: -9 | B: -3% | C: 1% | D: 3% | E: -10% | F: -2% | G: -20%
COc1ccc(OC)c(NC(=O)C(CC(=O)O)NCc2ccco2)c1 (stereo not drawn)
  A: -17 | B: 1% | C: 33%[activator] | D: 0% | E: -18% | F: -1% | G: 6%
Cc1cc(COC(=O)C2N3C(=O)[C@@H](NC(=O)COc4ccccc4)[C@H]3SC2(C)C)on1 (stereo partly drawn)
  A: 18 | B: 2% | C: -6% | D: 6% | E: 25% | F: -1% | G: 6%
CCNc1ccc(S(=O)(=O)N(C)C)cc1NCC(=O)Nc1ccccc1Br
  A: -19 | B: -9% | C: -27% | D: 3% | E: -24% | F: 0% | G: -23%
O=c1[nH]c(/C=C/c2cccc3ccccc23)nc2ccccc12
  A: -19 | B: -9% | C: 2% | D: -10% | E: -24% | F: -1% | G: ?
CCOC(=O)c1sc2nc(NC(=O)C(C)(C)C)sc2c1C
  A: 144 | B: ? | C: 8% | D: 1% | E: 48% | F: 1% | G: -22%
CN(C)c1ccc(/C=N/NC(=O)CN2CCCCC2)cc1Br
  A: 28 | B: -22% | C: 0% | D: -7% | E: -9% | F: 4% | G: 8%
CCN1CNC(=S)N(Cc2ccccc2)C1
  A: -29 | B: -5% | C: -1% | D: 2% | E: -17% | F: -2% | G: 9%
Cc1cc(NC(=O)c2noc3c2CCCCC3)nn1Cc1ccc(Cl)cc1
  A: 9 | B: ? | C: 8% | D: -5% | E: -12% | F: 6% | G: -8%
CCOc1ccc(Oc2nc(NCC(C)C)nc(OC)n2)nn1
  A: 206 | B: ? | C: 0% | D: 2% | E: 0% | F: -2% | G: 16%
O=C(CCc1nnc(C2CCCCC2)o1)NCc1cccc(-n2cccn2)c1
  A: -6 | B: -3% | C: -25% | D: -6% | E: 18% | F: 2% | G: -10%
Cc1ccc(C(O)c2ccncc2)cc1 (stereo not drawn)
  A: -17 | B: -7% | C: 0% | D: 3% | E: -5% | F: -1% | G: 4%
CC(NC(=O)c1ccccc1)c1nc2ccccc2n1Cc1ccc(C#N)cc1 (stereo not drawn)
  A: 12 | B: ? | C: 6% | D: 3% | E: -5% | F: 2% | G: 0%
CCN1Cc2ccccc2-c2ccccc2S1(=O)=O
  A: 30 | B: . | C: -2% | D: 7% | E: -28% | F: . | G: 0%
CCOC(=O)C1=NN(C(=O)Nc2ccc(OC)cc2)C2C(=O)N(c3cccc(C(F)(F)F)c3)C(=O)C12 (stereo not drawn)
  A: -11 | B: 3% | C: 4% | D: 3% | E: ? | F: 9% | G: -15%
COC(=O)CC1C(=O)NCCN1C(=S)Nc1ccc(F)cc1 (stereo not drawn)
  A: -30 | B: -13% | C: 17% | D: 2% | E: -16% | F: -2% | G: 0%
O=C(CSc1nnnn1C1CCCC1)NCc1ccc2c(c1)OCO2
  A: 8 | B: 4% | C: 8% | D: -13% | E: -4% | F: 0% | G: 11%
COc1ccccc1Oc1ccc2c(c1)C(=O)N(c1ccc(O)cc1)C2=O
  A: -26 | B: ? | C: -3% | D: -1% | E: -41% | F: 7% | G: 2%
CCSc1nc2cc(C(=O)OC)ccc2c(=O)n1CC
  A: -21 | B: -9% | C: -11% | D: 2% | E: -23% | F: 1% | G: ?
Cc1cc(NC(=O)Cn2cc([N+](=O)[O-])cn2)no1
  A: ? | B: ? | C: 50%[activator] | D: 5% | E: -14% | F: 0% | G: 1%
CC(C)c1nc(C#N)c(NCCCn2ccnc2)o1
  A: -29 | B: ? | C: -13% | D: 35%[activator] | E: -8% | F: -2% | G: 11%
CCn1cnc2c(NCCc3cccnc3)nc(C#N)nc21
  A: -1 | B: 0% | C: . | D: 2% | E: -13% | F: . | G: .
O=C(Nc1ccccc1)Nc1ccccc1Br
  A: -32 | B: ? | C: -7% | D: -2% | E: -3%[11.4 µM] | F: -23% | G: -9%
Nc1ccc2oc(=O)c3ccccc3c2c1
  A: 10 | B: ? | C: -3% | D: -2% | E: -12% | F: -5% | G: -16%
CCCC(=O)N1CCN(c2ccc(NC(=O)c3ccc([N+](=O)[O-])o3)cc2)CC1
  A: -96* | B: 3% | C: -26% | D: -12% | E: 3% | F: -6% | G: ?
Cc1cc([N+](=O)[O-])cc2ncccc12
  A: 4 | B: -1% | C: -9% | D: -9% | E: -11% | F: -1% | G: -1%
CCOc1ccc(-n2c(SCC(=O)Nc3cc(C)on3)nnc2-c2c[nH]c3ccccc23)cc1
  A: -27 | B: 3% | C: 6% | D: -6% | E: -15% | F: 7% | G: 16%
COc1ccc(-c2csc3ncnc(N4CCN(c5cccc(OC)c5)CC4)c23)cc1
  A: -24 | B: -9% | C: -17% | D: 2% | E: -27% | F: 2% | G: -16%

Brought forward from above: two entries, followed by the next part.
Assay codes: A = HCMV inh; B = AmpC detergent; C = AMA1-RON2 inh; D = TbPYK inhibitor; E = AmpC no deterg; F = LmPK inhibitor; G = HCV inh
CCOc1ccc(-n2c(SCC(=O)Nc3cc(C)on3)nnc2-c2c[nH]c3ccccc23)cc1
  A: -27 | B: 3% | C: 6% | D: -6% | E: -15% | F: 7% | G: 16%
COc1ccc(-c2csc3ncnc(N4CCN(c5cccc(OC)c5)CC4)c23)cc1
  A: -24 | B: -9% | C: -17% | D: 2% | E: -27% | F: 2% | G: -16%
Cc1ccc(C(=O)OCC(=O)c2c[nH]c3ccccc23)cc1NC(=O)c1ccco1
  A: -33 | B: -10% | C: -10% | D: 3% | E: 1%[2.29 µM] | F: 2% | G: ?
CN1CCN(C=Nc2nc3ccccc3nc2N2CCCC2)CC1
  A: 19 | B: -10% | C: -3% | D: -12% | E: -1%[2.29 µM] | F: 0% | G: 11%
Cc1cc(Br)ccc1NC(=O)Cn1cc(S(=O)(=O)N2CCN(c3ccccc3F)CC2)c2ccccc2c1=O
  A: 10 | B: -2% | C: . | D: 0% | E: . | F: . | G: .
Cc1ccc2nc(NC(=O)CSc3nccn3Cc3ccccc3)sc2c1
  A: 32 | B: 0% | C: . | D: -1% | E: . | F: . | G: .
COc1cccc(C(=O)Nc2ccc(-n3nncc3-c3ccccc3)cc2)c1OC
  A: 15 | B: -4% | C: . | D: 1% | E: . | F: . | G: .
Cc1cc(C)nc(SC2c3cccc4cccc(c34)C2NS(=O)(=O)c2ccccc2)n1 (stereo not drawn)
  A: -1 | B: ? | C: -11% | D: -14% | E: -16% | F: -2% | G: ?
CCOc1cc(S(=O)(=O)N(CC)CC)ccc1Cl
  A: -32 | B: -5% | C: 0% | D: 4% | E: -6% | F: 0% | G: ?
CCN(c1ccccc1)S(=O)(=O)c1ccc(Cl)c(NC(=O)COC(=O)c2ccc[nH]c2=O)c1
  A: -26 | B: -1% | C: 0% | D: -10% | E: -31% | F: 1% | G: 3%
